Compound activity: PubChem BioAssay, NCI
Growth percent in the NCI-60 one-dose screen (48 h, 10 µM unless noted): 100 = growth as untreated, 0 = no growth, -100 = all killed.
SK-MEL-2: SK-MEL-2 melanoma; AID 1794763; 77,000 compounds, 4.7% hits
SK-MEL-5: SK-MEL-5 melanoma; 80,000 compounds, 6.4% hits; AID 1794755
T-47D: T-47D breast cancer; 79,000 compounds, 5% hits
LOX IMVI: LOX IMVI melanoma. 79,000 compounds, 7.4% hits. AID 1794757
BT-549: BT-549 breast cancer; 78,000 compounds, 4.4% hits
HS 578T: HS 578T breast cancer; 78,000 compounds, 4.1% hits; AID 1794788
SK-MEL-28: SK-MEL-28 melanoma; 81,000 compounds, 4.1% hits; AID 1794761
MDA-MB-435: MDA-MB-435 melanoma. 82,000 compounds, 7.8% hits
An asterisk follows results filed as active; nt = not tested or not shown; & = joins results of further samples; [ ] = dose if it differs, or a comment. Rule for the calls: active = growth percent below 10; inactive = the rest.

Preview, 2 compounds:
SMILES | SK-MEL-2 | SK-MEL-5 | T-47D | LOX IMVI | BT-549 | HS 578T | SK-MEL-28 | MDA-MB-435
CC(=O)N1N=C(C2C(=O)N(C)C(=O)N(C)C2=O)CC1c1ccccc1C(=O)O (centres undefined) | 102 | 107 | 95 | 99 | 92 | 92 | 112 | 102
COc1cc(-c2n[nH]nc2-c2cccnc2)cc(OC)c1OC | nt | 104 | 92 | 96 | 133 | 92 | 112 | 118

The listing, repeating the preview:
SMILES | SK-MEL-2 | SK-MEL-5 | T-47D | LOX IMVI | BT-549 | HS 578T | SK-MEL-28 | MDA-MB-435
CC(=O)N1N=C(C2C(=O)N(C)C(=O)N(C)C2=O)CC1c1ccccc1C(=O)O (centres undefined) | 102 | 107 | 95 | 99 | 92 | 92 | 112 | 102
COc1cc(-c2n[nH]nc2-c2cccnc2)cc(OC)c1OC | nt | 104 | 92 | 96 | 133 | 92 | 112 | 118
Cc1nnsc1-c1n[nH]c(=S)n1N | 126 | 97 | 98 | 97 | nt | 109 | 121 | 105
COc1ccc(C(=O)Nc2ccc(Oc3cc4cc(OC)c(OC)cc4nc3C)cc2)cc1OC | 99 | 64 | 100 | 93 | 67 | 93 | 108 | 100
C=C1C(=O)O[C@H]2[C@H]1CC/C(COC(=O)NCCc1cccc(OC)c1)=C\CC[C@@]1(C)O[C@@H]21 | 68 | 88 | 20 | 3.0* | 28 | 58 | 47 | 40
C=C(C)[C@@H]1CC[C@]2(C(=O)NCCCCCN(CCC#N)CCC#N)CC[C@]3(C)[C@H](CC[C@@H]4[C@@]5(C)CCC(=O)C(C)(C)[C@@H]5CC[C@]43C)[C@@H]12 | 106 | 99 | 106 | 88 | 93 | 103 | 108 | 100
CCCc1cc2c(cc1NC(=O)C1C(C=C(C)C)C1(C)C)OCO2 (centres undefined) | 79 | 90 | 84 | 75 | nt | 85 | 102 | 85
COc1ccc(-c2nn(-c3ccccc3)cc2/C=C/C(=O)C(=O)O)cc1 | 108 | 107 | 98 | 98 | 104 | 110 | 116 | 88
Brc1ccc2[nH]cc(-c3nc(-c4c[nH]c5ncccc45)cs3)c2c1 | 36 | 55 | 60 | nt | 59 | 72 | 72 | 41
N#Cc1c(-c2ccc(F)cc2)nc(SCc2ccc(F)cc2)[nH]c1=O | 99 | 99 | 74 | 89 | 91 | 76 | 105 | 108
N=C(N)c1ccc(OCCCCCOc2ccc(C(=N)N)cc2)cc1 | 47 | 14 | 42 | 69 | 44 | 78 | 58 | 51
COc1ccc(C2SCC(=O)N2CCc2cccs2)cc1 (centres undefined) | 95 | 95 | 100 | 101 | 84 | 110 | 104 | 94
C=C(C)COC(=O)c1c(C)cc(C)cc1C | 83 | 99 | 74 | 96 | 103 | 110 | 106 | 107
Clc1nc(N2CCC3(CC2)OCCO3)ncc1Br | nt | 100 | 89 | 95 | 103 | 114 | 105 | 103
O=C1NN(C(=O)c2ccc3ccccc3c2)C(c2ccccc2)=N/C1=C\c1cn(-c2ccccc2)nc1-c1ccccc1 | 102 | 96 | 98 | 103 | 109 | 99 | 106 | 95
COc1cc2c3c(c1O)-c1cc4c(cc1CC3OCC2)OCO4 (centres undefined) | 107 | 90 | 83 | 100 | 116 | 93 | 103 | 100
C=C1CC[C@H](C(C)C)[C@@H]2[C@H]1[C@H]1CC(=C)[C@@H](O)CC[C@@](C)(O)[C@@H]2O1 | 81 | 100 | 97 | 94 | 99 | 92 | 105 | 97
COc1ccc(/C=C2\Cc3c(F)ccc(Br)c3C2=O)c(OC)c1 | 102 | 100 | 96 | nt | 116 | 99 | 100 | 99
C=C1C(=O)O[C@@H]2C[C@@H](C)C(=O)C/C=C(\C)CC[C@@H]12 | 96[2 µM] | 100[2 µM] | 102[2 µM] | 88[2 µM] | 108[2 µM] | 108[2 µM] | 104[2 µM] | 101[2 µM]
Cc1cc(-c2cc(OC(=O)c3ccccc3)ccc2Cl)cc2nnc(Nc3ccc(OCCN4CCCC4)cc3)nc12 | nt | 83 | 92 | 48 | 110 | nt | 89 | -71*
O=c1c2ccccc2ncn1-c1ccc(Cl)cc1 | 115 | 98 | 98 | 106 | 105 | 105 | 117 | 108
COC(=O)c1cc2ccccc2c2ccccc12 | 98 | 99 | 79 | 95 | 106 | 98 | 103 | 102
Cc1c/c(=N\NC(=O)Nc2ccc(C(F)(F)F)cc2)oc2cc(O)ccc12 | 103 | 103 | 93 | 103 | 93 | 99 | 95 | 102
CC(C)(O)CN(C(=O)c1ccccc1)C1CCCCC1 | 115 | 97 | 105 | 104 | 132 | 101 | 99 | 94
C/C(=N/NC(=S)NC1CCCCC1)c1sc(Nc2cccc(Cl)c2)nc1C | 111 | 95 | 65 | 81 | 102 | 100 | 103 | 97
c1ccc(Nc2nc(-c3ccccn3)cs2)nc1 | 28 | 11 | 26 | 1.8* | 44 | 43 | 50 | 31
OCc1nc2ccccc2s1 | 99 | 100 | 110 | 103 | 98 | 97 | 105 | 104
CSCC(C)C(N)C(=O)O (centres undefined) | 116 | 105 | 99 | 96 | 109 | 104 | 107 | 104
C=CCn1c(SCC(=O)Nc2ccc(C(=O)/C=C/c3ccc(OC)cc3)cc2)nnc1-c1cc(-c2ccccc2)nc2ccccc12 | 117 | 92 | 93 | 96 | 95 | 95 | 103 | 102
COc1cc2c(cc1-c1c(C)noc1C)ncc1nc(C3CCOCC3)n(C3CCC(OC(F)F)CC3)c12 (centres undefined) | 63 | 27 | 11 | 24 | 77 | 55 | 71 | 49
CCNC(=O)Oc1ccc(/C(=C(/C)c2ccc(OC)cc2)c2ccc(OCCN3CCCC3)cc2)cc1 | 100 | 77 | 59 | 50 | 85 | 92 | 88 | 100
Cc1ccc(-c2nc3ccc(Cl)cn3c2NC2CCCCC2)o1 | 89 | 66 | 58 | 103 | 105 | 88 | 100 | 97
CC(=O)c1ccc(NC(=O)CSc2nnc(-c3ccc4nc(-c5ccccc5)[nH]c4c3)o2)cc1 | 110 | 90 | 91 | 33 | 100 | 95 | 103 | 103
Oc1c(Cl)cc(Cl)cc1CN(Cc1cc(Cl)cc(Cl)c1O)C1CCCCC1 | 94 | 98 | 96 | 98 | 118 | 98 | 106 | 102
COc1cccc(-c2cn3nc(-c4cn(C)c5ccc(Br)cc45)sc3n2)c1 | 104 | 95 | 78 | 97 | 94 | 91 | 106 | 102
COc1cc2c(cc1OC)-c1ccc3cc4c(cc3c1N(CCCN(C)C)C2)OCO4 | 45 | 44 | 55 | 19 | 41 | 45 | 59 | 44
COc1ccc(-n2cc(-c3ccccc3)c3c(SCC(=O)N/N=C/c4ccc([N+](=O)[O-])cc4)ncnc32)cc1 | 98 | 100 | 99 | 94 | 98 | 105 | 110 | 109
O=S(=O)(O)CNc1ccccc1 | 132 | 110 | 95 | 87 | 106 | nt | 107 | 95
O=C(Cn1ccc2ccccc21)Nc1ccc(-c2nc3ccccc3s2)cc1 | nt | 99 | 91 | 91 | 105 | 98 | 114 | 104
CN(/C(N)=N/N=C(c1ccccn1)c1ccccn1)C1CCCCC1 | 107 | 98 | 106 | 99 | 104 | 101 | 119 | 115
COC(=O)C1OC1c1cc([N+](=O)[O-])ccc1OC (centres undefined) | 111 | 99 | 70 | 93 | 107 | 111 | 109 | 107
CS(=O)(=O)c1nc2ncc(C(N)=O)n2[nH]1 | 103 | 100 | 94 | 94 | 96 | 113 | 116 | 107
Cc1ccc(-c2nn(-c3ccccc3)cc2/C=C/C(=O)n2cnc3ccccc32)cc1 | 103 | 96 | 115 | 94 | 104 | 101 | 122 | 102
O=C1CNN=C(Cn2nc(-c3ccccc3)c3ccccc3c2=O)N1 | 100 | 101 | 97 | 103 | 100 | 99 | 114 | 111
CCOC(=O)C(Nc1ccc(F)cc1)c1ccc(N(CC)CC)cc1 (centres undefined) | 94 | 93 | 81 | 53 | 85 | 98 | 111 | 89
Cc1cccc(C(=O)OCC(=O)Nc2sc3c(c2C(N)=O)CCC3)c1C | 138 | 105 | 106 | 111 | 100 | 120 | 94 | 112
COc1ccc2c(c1)[n+](=O)c(C(=O)/C=C/c1cc(OC)c(OC)c(OC)c1)c(C)n2[O-] | 57 | 51 | 60 | 55 | 29 | 63 | 69 | 69
C[N+](C)(C/C=C/c1ccccc1)Cc1ccccc1 | 94 | 96 | 94 | 89 | 96 | 106 | 102 | 101

Ordered by molecular weight (rising): 5 of the compounds above.
SMILES | SK-MEL-2 | SK-MEL-5 | T-47D | LOX IMVI | BT-549 | HS 578T | SK-MEL-28 | MDA-MB-435
CN(/C(N)=N/N=C(c1ccccn1)c1ccccn1)C1CCCCC1 | 107 | 98 | 106 | 99 | 104 | 101 | 119 | 115
N=C(N)c1ccc(OCCCCCOc2ccc(C(=N)N)cc2)cc1 | 47 | 14 | 42 | 69 | 44 | 78 | 58 | 51
C/C(=N/NC(=S)NC1CCCCC1)c1sc(Nc2cccc(Cl)c2)nc1C | 111 | 95 | 65 | 81 | 102 | 100 | 103 | 97
C=C1C(=O)O[C@H]2[C@H]1CC/C(COC(=O)NCCc1cccc(OC)c1)=C\CC[C@@]1(C)O[C@@H]21 | 68 | 88 | 20 | 3.0* | 28 | 58 | 47 | 40
CC(=O)c1ccc(NC(=O)CSc2nnc(-c3ccc4nc(-c5ccccc5)[nH]c4c3)o2)cc1 | 110 | 90 | 91 | 33 | 100 | 95 | 103 | 103

Further compounds follow.
SMILES | SK-MEL-2 | SK-MEL-5 | T-47D | LOX IMVI | BT-549 | HS 578T | SK-MEL-28 | MDA-MB-435
Cc1c(Cl)c(C)c(Cc2c(C)c(Cl)c(C)c(Cl)c2O)c(O)c1Cl | 1.7* | -70* | 1.5* | 4.1* | 23 | 12 | 26 | 7.6*
Cn1c(=O)c2c(nc(CNC(=O)c3ccccc3)n2C)n(C)c1=O | 119 | 115 | 117 | 101 | 125 | nt | 119 | 97
O=C1C=CC(=O)N1c1ccc(Cl)cc1 | 89&118 | 100&107 | 91&109 | 90&103 | 100&110 | 121&126 | 121&116 | 105&111
O=C(/C=C/c1cccs1)c1ccc(Cl)s1 | 98 | 95 | 93 | 86 | 97 | 105 | 98 | 100
C=CCn1c(SCC(=O)Nc2ccc(/C(C)=N/O)cc2)nnc1-c1cc(-c2ccc(S(N)(=O)=O)cc2)nc2ccccc12 | 84 | 66 | 27 | 27 | 59 | 74 | 93 | 67
O=C(COc1ccc(Cl)cc1Cl)OCCOc1cc(Cl)c(Cl)cc1Cl | 98 | 96 | 83 | 97 | 107 | 99 | 105 | 110
CCN1C(=O)N(CC)C2Nn3c(s/c(=C\c4ccccc4)c3=O)=NC21 (centres undefined) | 79 | 59 | 85 | 65 | 74 | 94 | 65 | 17
S=C(c1ccccc1)N1CCN(c2ccccc2Cl)CC1 | 97 | 112 | 98 | 99 | 94 | 102 | 101 | 101
O=C(CN1C(=O)S/C(=C\c2ccccc2)C1=O)Nc1ncc(Cc2ccccc2Cl)s1 | 102 | 98 | 88 | 88 | 113 | 102 | 119 | 94
Cc1ccc(-n2c(-c3csc(N)n3)n[nH]c2=S)cc1 | nt | 111 | 87 | 98 | nt | 101 | 110 | 101
CCCCCCOC(=O)N1CCCCC1CCCCC (centres undefined) | 104 | 99 | 96 | nt | 107 | 107 | 107 | 101
Cc1nc(NC(=S)Nc2ccc(F)cc2)sc1C(=O)NNC(=S)Nc1ccc(F)cc1 | 3.2* | 49 | 36 | 71 | nt | 72 | 78 | 71
O=S(=O)(Cc1ccccc1)C(CCCc1ccccc1)S(=O)(=O)Cc1ccccc1 | 96 | 92 | 83 | 94 | 101 | 101 | 104 | 100
CC(=O)N1N/C(=C2/C(C)=NC(=S)NC2c2ccccc2)CC1c1ccc(Cl)cc1 (centres undefined) | 107 | 98 | 88 | 103 | 96 | 98 | 103 | 96
CCOC(=O)c1nnn(Cc2cc(=O)oc3ccc(Cl)cc23)c1C | 97 | 102 | 99 | 100 | 110 | 96 | 114 | 105
